# Screens (PubChem)
# KCNQ2 block: KCNQ2 potassium channel inhibitors, primary screen, cell-based, CHO-K1, FluxOR thallium flux, B-score (AID 2156). O88943. 20 min; hits give low values. B-score at 10 µM. actives 1.1% (n = 310,000);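 active = fluorescence ratio B-score at most minus 3 library SDs, with starting brightness B-score within 2 library SDs, cut at about -5.5 in these data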
# CHT block: inhibitors of human choline transporter CHT | Q9GZV3 | CHT-expressing cells, membrane potential dye, choline response; hits give low values | B-score at 10 µM | actives 0.86% (n = 310,000) | AID 488975;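 active = B-score over 3 SD under the library average, and starting fluorescence ratio not unusually high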;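 also: choline stimulus applied at its EC90 after an EC20 pre-addition; B-score computed on integrated fluorescence ratio after choline addition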
# Target sequence (Q9GZV3 whole entry, looked up): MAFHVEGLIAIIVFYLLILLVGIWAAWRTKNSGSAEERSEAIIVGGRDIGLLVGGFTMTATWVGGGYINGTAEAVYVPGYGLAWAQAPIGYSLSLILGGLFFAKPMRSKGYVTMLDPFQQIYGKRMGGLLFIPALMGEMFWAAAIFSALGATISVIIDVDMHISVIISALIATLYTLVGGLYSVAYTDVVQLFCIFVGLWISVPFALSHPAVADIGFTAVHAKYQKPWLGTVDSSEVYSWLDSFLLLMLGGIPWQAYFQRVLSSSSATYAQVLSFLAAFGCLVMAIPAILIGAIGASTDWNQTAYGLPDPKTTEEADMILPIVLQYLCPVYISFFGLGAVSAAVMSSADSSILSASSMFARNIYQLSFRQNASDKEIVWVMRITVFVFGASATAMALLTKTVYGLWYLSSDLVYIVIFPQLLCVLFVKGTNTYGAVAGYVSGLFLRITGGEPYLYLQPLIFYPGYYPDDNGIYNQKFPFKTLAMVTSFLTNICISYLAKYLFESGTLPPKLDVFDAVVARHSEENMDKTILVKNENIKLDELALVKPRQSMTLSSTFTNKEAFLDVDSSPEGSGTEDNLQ
# Kir21 block: blocks the mouse Kir2.1 inward-rectifier potassium channel; HEK293-Kir2.1, FluxOR thallium flux fluorescence; hits give low values; actives 0.85% (n = 310,000); P35561; AID 1672; B-score at 10 µM;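 active = fluorescence ratio B-score at or below minus 3 SD of library scores, with starting-brightness B-score within 2 SD, cut at about -4.2 in these data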;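 also: channel flux triggered by added potassium and thallium sulfate stimulus; B-score of peak minus minimum fluorescence over baseline after thallium stimulus; more negative B-score means stronger Kir2.1 block with less thallium influx; some compounds called inactive have numbers as strong as hits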
# Target sequence (P35561 whole entry, looked up): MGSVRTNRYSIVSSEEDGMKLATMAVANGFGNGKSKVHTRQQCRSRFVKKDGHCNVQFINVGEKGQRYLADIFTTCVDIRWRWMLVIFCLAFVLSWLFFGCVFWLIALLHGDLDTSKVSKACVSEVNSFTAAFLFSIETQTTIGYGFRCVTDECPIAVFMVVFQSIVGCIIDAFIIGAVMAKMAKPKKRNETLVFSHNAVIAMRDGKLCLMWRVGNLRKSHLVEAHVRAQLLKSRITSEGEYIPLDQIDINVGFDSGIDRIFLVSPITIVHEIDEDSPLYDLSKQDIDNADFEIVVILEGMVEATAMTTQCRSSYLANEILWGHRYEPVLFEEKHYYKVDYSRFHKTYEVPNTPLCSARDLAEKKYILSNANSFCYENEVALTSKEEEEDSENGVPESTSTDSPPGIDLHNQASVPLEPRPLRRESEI
# * = called active by the depositor; i = inactive; / = no result given.
SMILES,KCNQ2 block,CHT block,Kir21 block
CN1CC2(Cc3c1ccc1ccccc31)C(=O)OC(C)(C)OC2=O,i,i,-0.38
CCCN(CC(=O)Nc1ccccc1C)C(=O)c1ccc2ccccc2n1,i,i,0.16
COC(=O)C(=Nc1ccccc1)/C(C(=O)C(=O)N(C)c1ccccc1)=C(\O)c1ccc(Cl)cc1,i,i,0.46
COc1ccc(NC(=O)CSCC(=O)Nc2nnc(C3CC3)s2)cc1,i,i,1.4
CC(=O)Nc1ccc(S(=O)(=O)NCC(=O)OCC(=O)NC(=O)c2cccn2C)cc1,i,i,-1.5
O=C(CCc1ccccc1)NC(c1cccs1)c1cc(Cl)c2cccnc2c1O (stereo not given),i,/,0.41
CS(=O)c1ccccc1COC(=O)Nc1cccc(Cl)c1 (stereo not given),i,i,0.02
COc1ccccc1NC(=O)C(C)N(C)CCOc1ccccc1 (stereo not given),i,i,-4.2
O=c1oc2cc(O[C@@H]3OC[C@@H](O)[C@H](O)[C@H]3O)ccc2c2ccccc12,i,i,0.87
Cc1ccccc1C(=O)Nc1nnc(SCC(=O)NC2CC2)s1,i,i,0.55
COC(=O)c1ccccc1C(=O)N1CCOCCOCCOCC1,i,i,0.69
Cc1ccc(Sc2ncccc2C(=O)NCC(c2ccc(F)cc2)N2CCOCC2)cc1C (stereo not given),i,i,0.49
C=CCn1c(SCC(=O)Nc2ccccc2F)nc2ccccc2c1=O,i,i,0.8
CC(=O)c1cccc(NC(=O)N2C3CCC2CC(NC(=O)C2CC2)C3)c1 (stereo not given),i,i,0.03
O=C(NC1CC1)c1ccc(N2CCCCC2)c([N+](=O)[O-])c1,i,i,2.9
COc1ccc(CNC(=O)C(C)NCc2ccccc2Cl)cc1 (stereo not given),i,i,0.17
CS(=O)(=O)Nc1ccc(C(=O)Nc2ccccc2C(=O)NCc2ccco2)cc1,i,i,3.9
CC1(C)CC(=O)C(C2=NC3(CCCCCC3)Cc3ccccc32)=C(O)C1,-5.8*,i,-0.63
O=C(O)C(C(=O)O)=C1C2CC3CC(C2)CC1C3,i,i,-1.4
Cc1cc(C)nc(/N=C2\NC(=O)CC3C(=O)NCCN23)n1 (stereo not given),i,i,0.3
Cc1ccc(C(=O)SC2=NCCS2)cc1,i,i,-2.2
COc1ccc(/C=C2\SC(=S)N(NC(=O)c3csc4c3CCCC4)C2=O)cc1,i,i,-1.1
S=c1[nH]nc(-c2cccs2)n1/N=C/c1cn(-c2ccccc2)nc1-c1ccccc1,i,i,1.2
CCCOc1ccc(C(=O)N(Cc2cccs2)C2CCS(=O)(=O)C2)cc1 (stereo not given),i,i,1.8
COc1ccc(-c2nc(C(=O)O)cs2)cc1OC,i,i,-0.81

# Ordered by molar mass (rising): part of the list above.
SMILES,KCNQ2 block,CHT block,Kir21 block
COC(=O)c1ccccc1C(=O)N1CCOCCOCCOCC1,i,i,0.69
CC(=O)c1cccc(NC(=O)N2C3CCC2CC(NC(=O)C2CC2)C3)c1 (stereo not given),i,i,0.03
COc1ccc(/C=C2\SC(=S)N(NC(=O)c3csc4c3CCCC4)C2=O)cc1,i,i,-1.1

# (listing goes on)
SMILES,KCNQ2 block,CHT block,Kir21 block
Cc1nn(S(=O)(=O)c2ccc(C(C)C)cc2)c(C)c1S(=O)(=O)N1CCOCC1,i,i,2.2
NC(=O)Nc1ccc(C(=O)OCC(=O)N(Cc2ccccc2)C2CCS(=O)(=O)C2)cc1 (stereo not given),i,i,1.6
O=C(CSc1n[nH]c(=O)[nH]c1=O)Nc1ccccc1C(=O)c1ccccc1,i,i,-0.68
CC1=C(C#N)C(c2ccc3ncccc3c2)C(C#N)=C(C)N1,i,i,0.03
Cc1cc(C)c(NC(=O)CSc2nc3ncc(Cl)cc3[nH]2)c(C)c1,i,i,0.42
C/C(=N/N1CCN(c2ccccc2)CC1)c1cccc([N+](=O)[O-])c1,i,i,-0.06
COc1ccc(C)cc1NC(=O)NCCC1=CCCCC1,i,i,-0.72
COc1cc(C2C3CN(C)CC=C3C(C#N)=C(N)C2(C#N)C#N)ccc1OC(C)C (stereo not given),i,i,-1.2
CC(C)Nc1nnc(Sc2ccc(Cl)cc2[N+](=O)[O-])s1,i,i,1.4
CC(=O)Nc1ccc(SCc2csc(C)n2)cc1,i,i,0
COc1ccc2cc(C(=O)C3CCCN(C(=O)CCc4ccccn4)C3)ccc2c1 (stereo not given),i,i,2.5
CCCCCn1c(N2CCCC2)nc2c1c(=O)n(C)c(=O)n2C,i,i,-0.1
C1CCc2nnc(-c3nnc4n3CCCCC4)n2CC1,i,i,0.73
CC(=O)C1=C(O)C(=O)N(c2ccc(Br)cn2)C1c1ccc(Br)cc1 (stereo not given),i,i,-2
O=C(NCCCN1CCOCC1)c1cc2c([nH]c3ccccc32)c(-c2cccc(Br)c2)n1,i,i,-0.14
CC(=O)c1ccc(-n2c(CCC(=O)O)ccc2-c2ccc(Cl)cc2)cc1,i,i,0.77
Cc1ccccc1C(=O)NC(=S)Nc1ccc2[nH]c(=O)[nH]c2c1,i,i,0.25
CSc1ccccc1OCc1cc(C(=O)N(C)CCn2nc(C)cc2C)no1,i,i,-0.31
CCCCC(c1nnnn1CCOC)N1CCN(C)CC1 (stereo not given),i,i,0.11
C=CCn1cnc2sc(C(=O)Nc3ccccc3OC)c(C)c2c1=O,i,i,-0.46
C/C(=N/Nc1ncc(Br)cn1)c1ccc(Br)cc1,i,i,3.2
CCC1C(=O)N=C(SCC(=O)Nc2cccc3ccccc23)NC1=O (stereo not given),i,i,-0.27
COc1ccc2c(c1)c(CC(=O)Nc1ccccc1OC)c(C)n2C(=O)c1ccc(Cl)cc1,i,i,0.43
Cc1c(C#N)c(N)nc2c3c(sc12)NC(=O)CC3c1ccc(F)cc1 (stereo not given),i,i,0.69
O=[N+]([O-])c1ccc(N2CCN(C(=S)Nc3ccccc3)CC2)cc1,i,i,-1.4

# Following part
SMILES,KCNQ2 block,CHT block,Kir21 block
CCOC(=O)Cn1c(-c2ccccc2)nc2ccccc2c1=O,i,i,-0.17
CC(=O)c1ccc(NC(=O)Cn2nc(C)cc2C)cc1,i,i,1.9
O=C(Nc1ccc(Nc2ccccc2)cc1)c1ccc(Cl)cc1Cl,i,i,-0.25
O=C(CSc1nc(-c2ccccc2)c(-c2ccccc2)[nH]1)NCc1ccco1,i,i,1.1
CCOC(=O)c1coc(CNC(=O)c2c(C)oc3c2CCCC3)c1,i,i,1
CS(=O)(=O)N(Cc1ccccc1)c1ccc(C(=O)N2CCN(c3cccc(Cl)c3)CC2)cc1,i,i,1.2
O=C(c1ccccc1Cl)N1CCN(c2ncccn2)CC1,i,i,-1.1
Brc1ccc(NCc2cccc3ccccc23)nc1,-6*,i,0.11
Cc1ccc(-c2onc3ccc(C4(C)OCCO4)cc23)cc1,i,i,-0.96
COc1cccc(-n2nnc3c(=O)n(CC(=O)Nc4ccccc4C)cnc32)c1,i,i,-0.82
COCCNC(=O)c1ccccc1NS(=O)(=O)c1ccc(Br)s1,i,i,-0.39
C/C(=N\NC(=O)c1ccc(O)cc1)c1cc2ccccc2o1,i,i,1.3
O=C(c1cc2c(s1)CCC2)N1C(=O)c2ccccc2S1(=O)=O,i,i,-0.27
O=C(Cc1ccc(Cl)cc1)NCCc1cnc[nH]1,i,i,-1.8
CCCCc1ccc(S(=O)(=O)Nc2nnc(C)s2)cc1,i,i,2.2
O=C(Cc1ccc(F)cc1)Nc1cccc(-c2cn3c(n2)SCC3)c1,i,i,1.3
O=c1[nH]c2sc3c(c2c(=O)n1Cc1ccccc1)CCC3,i,i,0.13
COc1ccc(CCNC(=O)CNS(=O)(=O)c2ccc(Br)s2)cc1OC,i,i,-2.2
CCN1C(C#N)=C(C#N)N=C(C)CC1(C)C,i,i,-0.34
COc1ccc(CN2CCN(Cc3ccc4ccccc4c3)CC2)cc1OC,i,i,-0.27
Cc1ccc(C(C(=O)NC2CCCCC2)N2CCC3(CC2)OCCO3)cc1 (stereo not given),i,i,-0.42
CC(C)c1ccc(NC(=O)c2cc(S(=O)(=O)N3CCCCC3)c[nH]2)cc1,i,i,-0.23
S=C(Nc1cc(Cl)cc(Cl)c1)N1CCN(c2ccccn2)CC1,i,i,0.91
Cc1ccc(C)c(CSc2ncccc2C(=O)O)c1,i,i,-5
O=C(C1CC1)N1CCN=C1SCc1ccc(Cl)cc1,i,i,0.9

# Additional structures:
SMILES,KCNQ2 block,CHT block,Kir21 block
CCNC(=O)CN(C1CCCCC1)S(C)(=O)=O,i,i,0.44
CCc1nnc(NC(=O)CSc2nnc(CNC(=O)c3ccc(OC)c(OC)c3)o2)s1,i,i,0.27
Cc1ccc(S(=O)(=O)N2CCC(C(=O)NCC3CCCO3)CC2)cc1 (stereo not given),i,i,-0.56
Cc1ccccc1NC(=O)N(C(C)C)C(C)C,i,i,0.04
CCOC(=O)C1=C(C)N(Cc2ccccc2)C(=O)NC1c1ccccc1OS(=O)(=O)c1ccccc1[N+](=O)[O-] (stereo not given),i,i,1.6
O=C(c1ccccc1)N1CCN(CCc2ccccn2)CC1,i,i,-0.51
CCOC(=O)C1CCCN(C(=O)c2cncc(Br)c2)C1 (stereo not given),i,i,0.05
CCOC(=O)C1=C(COC(=O)[C@@H]2CCCN2S(=O)(=O)c2ccc(C)cc2)NC(=O)NC1C (stereo not given in full),i,i,-0.28
Cc1cccc(NC(=S)N(CCN2CCOCC2)Cc2cc3cc4c(cc3[nH]c2=O)OCCO4)c1,i,i,-1.5
O=C(Nc1ccc2oc(=O)ccc2c1)c1ccc2ccccc2c1,i,i,-0.02
COC(=O)c1cccc(NC(=O)CSc2nnc(C)n2C)c1,i,i,0.9
CC(=O)c1cc(CN2CCN(Cc3ccc(C)cc3)C(CCO)C2)cs1 (stereo not given),i,i,0.01
COc1ccccc1NC(=S)N1CCN(C(=O)c2ccco2)CC1,i,i,0.58
CCOc1ccc(CN(C)C(=O)c2ccc(NS(=O)(=O)c3ccc4[nH]c(=O)[nH]c4c3)cc2)cc1,i,i,1.5
Cc1ccccc1OCC(=O)Nc1nnc(-c2ccco2)s1,i,i,-0.74
NC(=O)COc1ccc(/C=N/NS(=O)(=O)c2ccccc2)cc1,i,i,2.3
O=C(O)c1ccc2oc(=O)c(S(=O)(=O)c3ccc(F)cc3)cc2c1,i,i,-0.96
COCc1ccc(CN2CCC(n3nccc3NC(=O)CCOc3ccccc3)CC2)o1,i,i,0.14
COCCCNC(=O)c1ccc(Cn2c(=O)c3ccccc3n(Cc3ccccc3C)c2=O)cc1,i,i,-0.31
CN(C)/C=N/c1ncc(-c2ncc(C(F)(F)F)cc2Cl)cn1,i,i,-0.18
Cc1ccccc1NC(=O)CSc1nnc(Cc2ccccc2)o1,i,i,1.2
O=C(C1CCCN(S(=O)(=O)c2cc(Cl)ccc2Cl)C1)N1CCCC1 (stereo not given),i,i,0.2
Cc1cccc(NC(=O)c2sc(-c3ccccc3)nc2-c2ccc([N+](=O)[O-])cc2)c1,i,i,0.01
Cc1cccc(C(=O)NCCc2ccc(S(N)(=O)=O)cc2)c1[N+](=O)[O-],i,i,0.46
CC(C)(C)SCCNC(=O)CN1C(=O)c2cccc3cccc1c23,i,i,1.5

# Reformatted with values under each structure: part of the list above
# Below each compound – KCNQ2 block	CHT block	Kir21 block
Cc1ccccc1OCC(=O)Nc1nnc(-c2ccco2)s1
    i	i	-0.74
NC(=O)COc1ccc(/C=N/NS(=O)(=O)c2ccccc2)cc1
    i	i	2.3

# Following part:
SMILES,KCNQ2 block,CHT block,Kir21 block
COc1ccc(-c2ccc(CCC(=O)O)n2-c2ccccc2OC)cc1,i,i,0.82
CCC(C(=O)NCc1cccnc1)n1nc(C)c2sc3ccccc3c2c1=O (stereo not given),i,i,0.18
O=C(O)c1ccccc1-c1csc(-c2ccccc2)n1,i,i,1.4
Cc1ccc(S(=O)(=O)Nc2ccc(N=Nc3ccc(O)cc3)cc2)cc1,-8.7*,i,0.64
CC(=O)N1CCN(Cc2nc3cc(NC(=O)Nc4ccccc4)ccc3n2C)CC1,i,i,0
O=C(CSc1ncn[nH]1)NCc1ccccc1,i,i,0.95
C=CCSc1nnc2c(n1)OC(c1cccnc1)N(C(C)=O)c1ccccc1-2 (stereo not given),i,i,0.16
CC12CC(O)C3c4ccc(O)cc4CCC3C1CC/C2=N\O (stereo not given),i,i,0.17
Cc1cc(C)c(S(=O)(=O)c2ccccc2)c(Cl)n1,i,i,0.22
Cc1cc(-n2c(C)cc(C(=O)COc3ccc([N+](=O)[O-])cc3)c2C)no1,i,i,-0.71
Nc1nn(-c2ccccc2)c(N)c1N=Nc1cccc(F)c1,i,i,0.53
Cc1ccccc1NC(=S)N1CCN(Cc2ccc3c(c2)OCO3)CC1,i,i,0.03
Cc1ccc(S(=O)(=O)N(C)CC(=O)N2CCOCC2)cc1,i,i,-0.28
Nc1nnc(CC(=O)N/N=C/c2cccc([N+](=O)[O-])c2)s1,i,i,0.15
Cc1cc(C)nc(NCC(O)CNc2ccccc2C)n1 (stereo not given),i,i,-1.1

# Only CHT block and KCNQ2 block, for 4 of the compounds above:
Structure	CHT block	KCNQ2 block
O=C(Cc1ccc(F)cc1)Nc1cccc(-c2cn3c(n2)SCC3)c1	i	i
O=c1[nH]c2sc3c(c2c(=O)n1Cc1ccccc1)CCC3	i	i
COc1ccc(CCNC(=O)CNS(=O)(=O)c2ccc(Br)s2)cc1OC	i	i
CCN1C(C#N)=C(C#N)N=C(C)CC1(C)C	i	i
